Source: PubChem BioAssay
CaV13 ICDI inh – Disruptors of the CACNA1D IQ motif to Ca2+-dependent inactivation inhibitor domain association, primary screening, Förster resonance energy transfer in intact living …; HEK cells, CFP/YFP FRET ICDI-IQ, plate reader, 10 min; percent FRET-ratio fall versus neutral wells; inhibition, % at 12.3 µM; actives 0.098% (n = 340,000); AID 743397;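 active = mean replicate inhibition of at least 30% and at least 1% of replicates passing that level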;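 also: 0% = median of the neutral control wells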
The depositor's hits bear a star. A portion of the library; the hit share may differ from the screen's.

SMILES	CaV13 ICDI inh
O=C1NC(=O)C2(CCOc3ccc(F)cc32)N1 (stereo not given)	-5
